CDK5 inh = inhibitors of human CDK5/p35 kinase. Q00535+Q15078. inhibition, % at 10 µM. Recombinant CDK5/p35, ADP-Glo luminescence, 60 min. 330,000 tested, 0.01% active;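 active = highest replicate inhibition of at least 50% and at least 75% of replicates reaching 50%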;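 also: plate controls were DMSO neutral control for no effect and GW8510 at 10 µM for full effect; many of its hits are not listed in these tables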
Tat export inh = inhibitors of E. coli Tat protein transport | inhibition, % at 10 µM | E. coli MC4100 TorA-mCherry Tat export, fluorescence | 340,000 tested, 0.036% active | AID 488895;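 active = mean replicate inhibition at least 50% and at least half of replicates individually reaching 50%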;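 also: exported cargo escapes ClpAP degradation while cytoplasmic cargo is degraded and loses fluorescence; 0% = median of neutral control wells and 100% = median of NaSCN control wells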
DAGLB inhibitor = blocks human DAGLB lipase activity | inhibition, % at 5.17 µM | HEK293T DAGLB membrane lysate, EnzChek fluorogenic substrate | 340,000 tested, 0.059% active | Q8NCG7 | AID 504411; in the data active = inhibition above about 34%;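 also: 0% = enzyme with vehicle and 100% = wells lacking enzyme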
Target sequence (Q8NCG7 whole entry, looked up): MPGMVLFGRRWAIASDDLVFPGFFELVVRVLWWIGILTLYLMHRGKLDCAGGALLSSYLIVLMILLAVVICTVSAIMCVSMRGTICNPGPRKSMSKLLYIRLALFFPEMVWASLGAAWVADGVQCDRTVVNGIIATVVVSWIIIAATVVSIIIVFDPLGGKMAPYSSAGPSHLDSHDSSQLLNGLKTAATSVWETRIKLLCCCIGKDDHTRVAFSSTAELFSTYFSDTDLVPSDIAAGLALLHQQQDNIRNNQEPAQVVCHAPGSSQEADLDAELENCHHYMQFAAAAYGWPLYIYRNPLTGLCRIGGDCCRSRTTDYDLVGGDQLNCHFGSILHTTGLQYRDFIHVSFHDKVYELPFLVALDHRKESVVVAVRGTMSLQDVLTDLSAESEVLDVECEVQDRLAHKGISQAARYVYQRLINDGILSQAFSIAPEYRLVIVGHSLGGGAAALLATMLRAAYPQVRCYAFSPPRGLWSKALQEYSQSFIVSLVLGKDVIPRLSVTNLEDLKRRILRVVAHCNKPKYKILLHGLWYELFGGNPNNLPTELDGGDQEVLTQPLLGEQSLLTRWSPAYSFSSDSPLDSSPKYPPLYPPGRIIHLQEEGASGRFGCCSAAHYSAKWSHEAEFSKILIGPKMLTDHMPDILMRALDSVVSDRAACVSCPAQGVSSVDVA
HTR5A ag ctr = activates human HTR5A in OPRM1-OPRD1 agonist counter-screen; 340,000 tested, 0.61% active; HTR5A agonist assay, luminescence, cell-based; P47898; activation, % at 9.3 µM; in the data active = activation mostly above about 9.5%, no sharp cut-off; inactive = mostly below about 7.6%;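 also: 0% = cells with vehicle only and 100% = reference agonist; strong numbers were not always called active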
PKA-R2B activ = PKA-R2B complex activation; AID 504700; PKA-R2B holoenzyme dissociation, Cy5-IP20 fluorescence polarization; R2B truncated from residue 108, S112A mutant; 0% DMSO only, 100% 113 µM cGMP; activation, % at 11.4 µM; 340,000 tested, 0.079% active; P22694+P31323;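 active = activation above a cutoff set at the mean over all compounds plus 3 SD, cut at about 18% in these data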;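 also: higher means more holoenzyme dissociation and a rise in polarization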
Target sequence (P31323 whole entry, looked up, other chains not shown, the tested form may be a part): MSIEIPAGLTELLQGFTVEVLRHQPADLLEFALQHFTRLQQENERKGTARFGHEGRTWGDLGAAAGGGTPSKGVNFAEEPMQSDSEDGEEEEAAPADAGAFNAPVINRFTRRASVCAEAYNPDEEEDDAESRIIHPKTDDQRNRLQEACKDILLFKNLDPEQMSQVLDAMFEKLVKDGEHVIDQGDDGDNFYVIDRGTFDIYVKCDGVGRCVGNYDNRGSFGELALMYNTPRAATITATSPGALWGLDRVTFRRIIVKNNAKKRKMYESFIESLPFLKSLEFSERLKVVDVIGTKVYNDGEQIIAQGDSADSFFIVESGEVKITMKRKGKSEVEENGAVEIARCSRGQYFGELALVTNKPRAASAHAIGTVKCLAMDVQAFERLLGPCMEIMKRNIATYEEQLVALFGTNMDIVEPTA
AddAB inh = less growth of phage-infected E. coli with AddAB; E. coli expressing H. pylori AddAB, absorbance growth; 330,000 tested, 0.29% active; inhibition, % at 11.9 µM; in the data active = inhibition above about 12%;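 also: 0% = vehicle wells of infected cells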
PKA-R1A activ = activates the PKA-R1A holoenzyme complex; AID 504707; P00514+P68181; 340,000 tested, 0.083% active; PKA-R1A dissociation, Cy5-IP20 fluorescence polarization; scaled: DMSO 0%, 113 µM cGMP 100%; activation, % at 11.4 µM;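 active = percent activation above the mean of all tested compounds plus 3 SD, cut at about 19% in these data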;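 also: higher means more PKAc released from R1A so a rise in polarization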
HTR5A inv ctr = inverse agonist of human HTR5A in OPRM1-OPRD1 counter-screen; P47898; HTR5A cell line, luminescence, inverse agonism; inhibition, % at 9.3 µM; 340,000 tested, 0.083% active; AID 504634; in the data active = inhibition mostly above about 23%, no sharp cut-off; inactive = mostly below about 18%;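 also: 0% = cells with DMSO and 100% = no-cell wells with DMSO; some compounds called inactive have numbers as strong as hits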
Mot1-301 SUMO = inhibitors of SUMOylation pathway: yeast Mot1-301 growth rescue; S. cerevisiae Mot1-301 growth rescue, ATP luminescence, 38.5C; percent above DMSO median, 100 means doubled; growth rescue, % at 18.8 µM; 320,000 tested, 1% active; AID 2716;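 active = every valid replicate shows activation above 250% relative to neutral control wells; inactive = the rest, any valid replicate at or below 250%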;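 also: OY570 slx delta 5 strain wells were the positive control but not used for scaling; some compounds called inactive have numbers as strong as hits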
E coli growth = counter-screen for AddAB inhibitors: E. coli growth inhibition; inhibition, % at 11.9 µM; AID 449728; 330,000 tested, 0.27% active; E. coli V3065 growth, OD600 absorbance, 18 h;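 active = inhibition above the campaign's mean inhibition across all tested compounds plus 3 SD, cut at about 9.9% in these data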;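 also: uninfected addAB+ strain grown without phage in ampicillin broth; 0% = DMSO wells and 100% = ciprofloxacin 0.95 µg/ml wells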
phage Ecoli inh = E. coli growth loss with phage present. growth absorbance. inhibition, % at 11.9 µM. 360,000 tested, 0.26% active. AID 651602; in the data active = inhibition above about 11%
An asterisk follows results filed as active.

Screening Cc1cccc(C)c1NC(=O)Cn1cc(C=O)c2ccccc21 returned CDK5 inh 0.5, Tat export inh -12, DAGLB inhibitor 0, HTR5A ag ctr -1, PKA-R2B activ 1, PKA-R1A activ -2, HTR5A inv ctr 3, Mot1-301 SUMO -3 and phage Ecoli inh -0.2.
`CCOc1ccccc1NC(=O)CCc1nnc2ccc(N3CCC4(CC3)OCCO4)nn12` gave CDK5 inh 1.2, Tat export inh -1, DAGLB inhibitor -1, HTR5A ag ctr -1, PKA-R2B activ -16, AddAB inh 1.1, PKA-R1A activ -5, HTR5A inv ctr 6, Mot1-301 SUMO 12, E coli growth 0.0 and phage Ecoli inh 0.1.
Screening CC1CCCC(NC(=O)COC(=O)c2cccc(S(=O)(=O)N3CCCCC3)c2)C1C (stereo unspecified) returned CDK5 inh 0.4, Tat export inh -3, DAGLB inhibitor 0, HTR5A ag ctr 7, PKA-R2B activ -8, AddAB inh 0.8, PKA-R1A activ -2, HTR5A inv ctr -17, Mot1-301 SUMO 3, E coli growth -1.2 and phage Ecoli inh 3.6.
O=S(=O)(c1ccc(-c2csc(-c3cccnc3)n2)cc1)N1CCOCC1 was read as CDK5 inh 0.0, Tat export inh -5, DAGLB inhibitor -2, HTR5A ag ctr 4, PKA-R2B activ -17, AddAB inh 2.2, PKA-R1A activ 2, HTR5A inv ctr -10, Mot1-301 SUMO 22, E coli growth -0.6 and phage Ecoli inh 3.8.
Screening CCN1CCN(CC(=O)Nc2ccc(C)cc2C)C(=O)C1=O returned CDK5 inh 1.2, Tat export inh -3, DAGLB inhibitor 1, HTR5A ag ctr 1, PKA-R2B activ 3, AddAB inh -1.1, PKA-R1A activ -8, HTR5A inv ctr -3, Mot1-301 SUMO 6, E coli growth -0.3 and phage Ecoli inh 0.2.
CNC(=O)CSCc1cnn(-c2ccccc2)c1-n1cccc1 was read as CDK5 inh 2.4, Tat export inh 1, DAGLB inhibitor 0, HTR5A ag ctr 2, PKA-R2B activ -2, AddAB inh 0.3, PKA-R1A activ -2, HTR5A inv ctr 9, Mot1-301 SUMO 8, E coli growth -0.7 and phage Ecoli inh 1.9.
Screening O=C(Nc1cc(C(F)(F)F)ccc1-n1cncn1)C1CC1 returned CDK5 inh 1.3, Tat export inh -1, DAGLB inhibitor 1, HTR5A ag ctr 2, PKA-R2B activ -11, AddAB inh -2.1, PKA-R1A activ -7, HTR5A inv ctr -5, Mot1-301 SUMO 176, E coli growth -0.8 and phage Ecoli inh 2.3.
For C=CCN(c1ccccc1)S(=O)(=O)c1cccc(C(=O)Nc2nnc(SCC)s2)c1 the results were CDK5 inh -0.7, Tat export inh -12, DAGLB inhibitor 5, HTR5A ag ctr 4, PKA-R2B activ -12, AddAB inh -0.7, PKA-R1A activ -1, HTR5A inv ctr 21, Mot1-301 SUMO 6, E coli growth -1.0 and phage Ecoli inh 1.0.
`O=C(NN=Cc1ccccc1O)C(O)c1ccccc1` (stereo unspecified) gave CDK5 inh -2.0, Tat export inh -7, DAGLB inhibitor -1, HTR5A ag ctr 5, PKA-R2B activ 6, PKA-R1A activ -3, HTR5A inv ctr -20 and phage Ecoli inh 1.5.
For CC(=O)Nc1ccc(NC(=O)c2c(C)nn(-c3ccccc3)c2Cl)cc1C the results were CDK5 inh -1.2, Tat export inh 0, DAGLB inhibitor 2, HTR5A ag ctr -2, PKA-R2B activ -6, AddAB inh 2.6, PKA-R1A activ 4, HTR5A inv ctr 0, Mot1-301 SUMO 205, E coli growth -0.2 and phage Ecoli inh 2.7.
Screening COc1ccc(CCNC(=O)CSc2nc(C)nc3c2oc2ccccc23)cc1OC returned CDK5 inh 0.1, Tat export inh 4, DAGLB inhibitor 1, HTR5A ag ctr -1, PKA-R2B activ -6, AddAB inh 2.9, PKA-R1A activ -9, HTR5A inv ctr 2, Mot1-301 SUMO 0, E coli growth -2.0 and phage Ecoli inh 2.3.
Cc1ccc(OCC(=O)N2CCN(c3ccc([N+](=O)[O-])c(N4CCOCC4)c3)CC2)cc1 was read as CDK5 inh 0.4, Tat export inh -2, DAGLB inhibitor 5, HTR5A ag ctr 1, PKA-R2B activ -4, AddAB inh -1.6, PKA-R1A activ -7, HTR5A inv ctr 11, Mot1-301 SUMO -7, E coli growth -3.2 and phage Ecoli inh 0.0.
For COc1ccccc1NC(=O)c1ccc(C(=O)c2ccccc2)o1 the results were CDK5 inh -0.2, Tat export inh -3, DAGLB inhibitor -18, HTR5A ag ctr -1, PKA-R2B activ -7, AddAB inh -2.4, PKA-R1A activ -7, HTR5A inv ctr 3, Mot1-301 SUMO 63, E coli growth -1.2 and phage Ecoli inh 4.9.
For CCCCNC(=S)Nc1cccc(S(=O)(=O)NC2=NCCC2)c1 the results were CDK5 inh 2.0, Tat export inh 6, DAGLB inhibitor 1, HTR5A ag ctr -1, PKA-R2B activ -7, AddAB inh -0.7, PKA-R1A activ 2, HTR5A inv ctr 0, Mot1-301 SUMO 9, E coli growth -0.2 and phage Ecoli inh 2.8.
CCOC(=O)C1CCN(C(=O)CC2(CC(=O)O)CCCC2)CC1 was read as CDK5 inh 1.9, Tat export inh -1, DAGLB inhibitor 0, HTR5A ag ctr 0, PKA-R2B activ 3, AddAB inh 1.0, PKA-R1A activ 8, HTR5A inv ctr 0, Mot1-301 SUMO 6, E coli growth -0.1 and phage Ecoli inh 0.5.
`CC(=O)C(Sc1ccc2nnc(-c3ccncc3)n2n1)C(C)=O` gave CDK5 inh -1.5, Tat export inh 6, DAGLB inhibitor 0, HTR5A ag ctr 0, PKA-R2B activ 0, AddAB inh -1.4, PKA-R1A activ -12, HTR5A inv ctr 1, Mot1-301 SUMO -14, E coli growth -2.0 and phage Ecoli inh 4.8.
`O=C(NC1CCN(S(=O)(=O)c2cccc([N+](=O)[O-])c2)CC1)C1CCCCC1` gave CDK5 inh -2.8, Tat export inh -18, DAGLB inhibitor 0, HTR5A ag ctr 5, PKA-R2B activ 1, AddAB inh 2.5, PKA-R1A activ 1, HTR5A inv ctr -14, Mot1-301 SUMO -2, E coli growth 0.8 and phage Ecoli inh -1.8.
COc1ccc(-c2nn(CCC#N)cc2C(=O)Nc2cccc(C(=O)O)c2)cc1[N+](=O)[O-] was read as CDK5 inh 0.4, Tat export inh 7, DAGLB inhibitor 0, HTR5A ag ctr 5, PKA-R2B activ -9, AddAB inh 3.5, PKA-R1A activ 4, HTR5A inv ctr -13, Mot1-301 SUMO -4, E coli growth -1.3 and phage Ecoli inh 0.1.
COc1cccc(-n2nnc3c(=O)n(Cc4c(F)cccc4Cl)cnc32)c1 was read as CDK5 inh -2.5, Tat export inh 5, DAGLB inhibitor 3, HTR5A ag ctr 0, PKA-R2B activ -8, AddAB inh 1.5, PKA-R1A activ -5, HTR5A inv ctr -19, Mot1-301 SUMO 1, E coli growth 2.4 and phage Ecoli inh 0.6.
`CCCNC(=O)CSCc1nc(-c2ccc(SC)cc2)oc1C` gave CDK5 inh 3.9, Tat export inh -7, DAGLB inhibitor 1, HTR5A ag ctr -4, PKA-R2B activ -5, AddAB inh 0.8, PKA-R1A activ -3, HTR5A inv ctr -12, Mot1-301 SUMO 12, E coli growth 4.4 and phage Ecoli inh 0.9.
O=C(O)Cc1ccc(NC(=O)Nc2cccc(Cl)c2)cc1 was read as CDK5 inh -4.0, Tat export inh -16, DAGLB inhibitor 1, HTR5A ag ctr -1, PKA-R2B activ -6, AddAB inh 5.2, PKA-R1A activ 4, HTR5A inv ctr 3, Mot1-301 SUMO 10, E coli growth 0.8 and phage Ecoli inh 4.8.
Screening COC(=O)[C@@H]1C[C@@]2(O)[C@@H](O)[C@@H](O)[C@@H](O)C[C@H]2N1Cc1ccc(Cl)cc1 returned CDK5 inh 0.1, Tat export inh -4, DAGLB inhibitor 0, HTR5A ag ctr 2, PKA-R2B activ 1, AddAB inh 0.6, PKA-R1A activ -12, HTR5A inv ctr -4, Mot1-301 SUMO -8, E coli growth -1.9 and phage Ecoli inh 2.4.
`O=C(O)c1cc(-c2ccc3c(c2)OCO3)nc2ccc(Cl)cc12` gave CDK5 inh 0.3, Tat export inh -3, DAGLB inhibitor 5, HTR5A ag ctr 1, PKA-R2B activ -2, AddAB inh -0.6, PKA-R1A activ -1, HTR5A inv ctr -25, Mot1-301 SUMO 1, E coli growth -2.0 and phage Ecoli inh 1.1.
CCc1cccc2c(C(=O)COC(=O)c3ccc([N+](=O)[O-])s3)c[nH]c12 was read as CDK5 inh -1.0, Tat export inh -9, DAGLB inhibitor -4, HTR5A ag ctr -3, PKA-R2B activ 6, AddAB inh 6.7, PKA-R1A activ -1, HTR5A inv ctr -24, Mot1-301 SUMO 145, E coli growth 7.4 and phage Ecoli inh 6.0.
O=C(NC(Cc1c[nH]c2ccccc12)c1nnc2n1CCCCC2)c1cccs1 (stereo unspecified) was read as CDK5 inh -0.8, Tat export inh -4, DAGLB inhibitor 0, HTR5A ag ctr 4, PKA-R2B activ -8, AddAB inh -0.1, PKA-R1A activ 3, HTR5A inv ctr 2, Mot1-301 SUMO 7, E coli growth 0.5 and phage Ecoli inh 1.9.
For CC1CCCC(NC(=O)COC(=O)c2ccc(N(C)C)cc2)C1C (stereo unspecified) the results were CDK5 inh -0.1, Tat export inh 8, DAGLB inhibitor -6, HTR5A ag ctr 8, PKA-R2B activ -7, AddAB inh 0.9, PKA-R1A activ 10, HTR5A inv ctr -4, Mot1-301 SUMO -19, E coli growth -1.1 and phage Ecoli inh 3.1.
For COC(=O)C1=C(C)NC(=O)C1(NC(=O)c1cccnc1)C(F)(F)F (stereo unspecified) the results were CDK5 inh 0.6, Tat export inh 5, DAGLB inhibitor 2, HTR5A ag ctr 1, PKA-R2B activ 0, AddAB inh 0.5, PKA-R1A activ -4, HTR5A inv ctr 9, Mot1-301 SUMO -5, E coli growth -0.1 and phage Ecoli inh 3.0.
For O=C(O)CC12CC3CC(C1)CC(n1ncc(NCc4ccc(F)cc4)c(Cl)c1=O)(C3)C2 the results were CDK5 inh 0.4, Tat export inh -9, DAGLB inhibitor -2, HTR5A ag ctr 6, PKA-R2B activ -11, AddAB inh 2.5, PKA-R1A activ -10, HTR5A inv ctr -17, Mot1-301 SUMO 0, E coli growth 1.0 and phage Ecoli inh 0.5.
COc1cc(OC)c(-c2nnc(-c3ccc(OC)c(OC)c3OC)o2)cc1OC was read as CDK5 inh 1.9, Tat export inh 2, DAGLB inhibitor -1, HTR5A ag ctr 2, PKA-R2B activ -3, AddAB inh -0.9, PKA-R1A activ 0, HTR5A inv ctr 24, Mot1-301 SUMO 8, E coli growth -2.7 and phage Ecoli inh -0.2.
`O=C(Nc1ccc(NC(=O)C23CC4CC(CC(C4)C2)C3)cc1)c1cc(F)c(F)cc1Cl` gave CDK5 inh 2.1, Tat export inh -3, DAGLB inhibitor -1, HTR5A ag ctr -1, PKA-R2B activ -4, AddAB inh 0.4, PKA-R1A activ -4, HTR5A inv ctr -16, Mot1-301 SUMO 17, E coli growth 1.3 and phage Ecoli inh 0.8.

Source: PubChem BioAssay (several laboratories)
